Screening results deposited in PubChem by several laboratories.
MDM2 E3 inh: inhibitors of human Mdm2 E3 ubiquitin ligase | signal enhancement, % at 5 µM | actives 0.11% (n = 210,000) | cell-based MDM2 ubiquitination luciferase reporter, 2 h; 0 = plate control, 100 = twice control, blank-subtracted | Q00987;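 active means signal enhancement of 30% or more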;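 further: luminescence tracks abundance of the self-degrading MDM2-luciferase fusion protein; higher signal means inhibition of MDM2 E3 ligase activity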
Target sequence (Q00987 whole entry, looked up, the tested form may be a part): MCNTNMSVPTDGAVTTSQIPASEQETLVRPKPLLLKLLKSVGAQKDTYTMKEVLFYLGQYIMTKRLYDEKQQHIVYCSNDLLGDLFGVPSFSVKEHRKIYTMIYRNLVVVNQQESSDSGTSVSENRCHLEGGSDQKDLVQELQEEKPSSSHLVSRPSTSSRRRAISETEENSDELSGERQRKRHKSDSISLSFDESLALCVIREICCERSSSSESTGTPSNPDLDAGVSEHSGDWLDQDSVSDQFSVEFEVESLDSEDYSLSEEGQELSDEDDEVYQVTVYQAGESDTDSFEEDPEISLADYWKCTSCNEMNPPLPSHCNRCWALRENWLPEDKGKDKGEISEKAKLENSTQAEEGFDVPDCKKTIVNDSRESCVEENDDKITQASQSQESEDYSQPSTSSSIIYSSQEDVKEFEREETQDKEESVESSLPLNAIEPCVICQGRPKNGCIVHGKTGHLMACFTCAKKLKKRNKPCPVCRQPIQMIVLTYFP
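Assay system: stable mammalian line carrying autodegrading MDM2–luciferase fusion reporter; amount: 2000 cells seeded into each well; buffer or medium: DMEM; benchmarks: plate control and blank wells; signal: luciferase luminescence; timing: 2 h compound exposure at 37 °C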
TRPML3 ag: activates the human TRPML3 channel; HEK293 TRPML3-YFP, Fluo-8 calcium fluorescence; 100% = the carbachol control signal; actives 0.29% (n = 220,000); activation, % at 3 µM;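 active means activation above its plate's cutoff, the mean activation of the plate's test wells plus 3 SD, cut at about 12% in these data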;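 further: 0% = DMSO only wells and 100% = carbachol wells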
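system = HEK293 cells stably carrying human TRPML3-YFP | doses = one concentration, 3 µM nominal, 0.3% DMSO | timing = dye loading 1 h 37 °C then 30 min ambient, 125 s read | detection = Fluo-8 calcium dye fluorescence, ex 470-495, em 515-575 nm | benchmarks = high control carbachol 87 µM, low control DMSO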
PPC-1+TRAIL kill: compounds killing PPC-1 cancer cells with TRAIL present (potentiator screen, no TRAIL-free arm) | PPC-1 cells + TRAIL, ATPLite viability luminescence | cell killing (% activity), % at 4 µM | actives 0.41% (n = 220,000) | AID 1443;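 active means cell killing above 50% in the first pass at 4 µM, then a duplicate retest at 5 µM averaging 50% or more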;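 further: plate controls were cells with TRAIL plus DMSO for no effect and medium-only wells lacking cells for full effect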
Runt-SMMHC FRET: inhibitors of human RUNX1 Runt domain binding to CBFb-SMMHC; Cerulean-Runt/Venus-CBFb-SMMHC FRET ratio 530/480, 1 h; actives 0.74% (n = 220,000); Q01196+Q13951; inhibition, % at 20 µM;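 active means mean inhibition across duplicate retests at 20 µM reaching about 50%, limit read from the data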;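 further: 0% = DMSO wells and 100% = wells with excess untagged CBFb-SMMHC; inhibitors lower the FRET ratio by blocking Runt binding to CBFb-SMMHC; some results filed as inactive read as strong as hits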
TRPN1 ag: activates the zebrafish TRPN1 channel; actives 0.18% (n = 220,000); activation, % at 3 µM; AID 1424; HEK293 zebrafish TRPN1-YFP, Fluo-8 calcium fluorescence; 100% = response to 87 µM carbachol;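 active means activation above its plate's cutoff, the mean activation of test wells on that plate plus 3 SD, cut at about 19% in these data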;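 further: 0% = DMSO alone and 100% = 87 µM carbachol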
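Material – zebrafish TRPN1-YFP in HEK293 cells · Doses – 3 µM single point · Schedule – dye 1 h 37 °C plus 30 min RT · Signal – Fluo-8 calcium fluorescence, excitation 470-495 nm, emission 515-575 nm · Read-out – % activation versus carbachol response · Control set – carbachol high, DMSO low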
EBV gp42 inh: inhibitors of Epstein-Barr virus glycoprotein 42. Q1HVG2. Fluorescence polarization binding assay, mP read-out. inhibition, % (tested at 21.74 µM). actives 0.42% (n = 220,000); in the data active means inhibition above about 50%
Target sequence (Q1HVG2 whole entry, looked up): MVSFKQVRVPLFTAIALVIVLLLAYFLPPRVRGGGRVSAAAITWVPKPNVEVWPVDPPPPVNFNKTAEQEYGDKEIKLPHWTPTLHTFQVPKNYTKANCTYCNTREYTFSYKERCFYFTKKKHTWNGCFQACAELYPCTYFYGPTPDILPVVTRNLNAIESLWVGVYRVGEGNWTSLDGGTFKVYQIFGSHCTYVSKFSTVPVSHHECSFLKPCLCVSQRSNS
TNF death inh: inhibitors of TNF-alpha induced necroptosis in Jurkat FADD-/- cells. activation (protection from cell death), % at 10 µM. actives 0.068% (n = 220,000). Jurkat FADD-/- TNF necroptosis rescue, ATP luminescence, 24 h; 0 = TNF only, 100 = no-TNF cells;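 active means activation, meaning protection from cell death, of at least 50% relative to plate controls; inactive means activation below 50%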;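 further: necroptosis triggered by 40 ng/mL TNF-alpha added together with compound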
p47phox inh: p47phox (human) inhibition; P14598; p47phox/p22phox peptide binding, fluorescence polarization, 2 h; inhibition, % at 24.7 µM; actives 0.53% (n = 220,000); AID 1274;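 active means inhibition above about 30%, limit read from the data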;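 further: 0% = p47phox with labelled peptide and 100% = labelled peptide alone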
Target sequence (P14598 whole entry, looked up): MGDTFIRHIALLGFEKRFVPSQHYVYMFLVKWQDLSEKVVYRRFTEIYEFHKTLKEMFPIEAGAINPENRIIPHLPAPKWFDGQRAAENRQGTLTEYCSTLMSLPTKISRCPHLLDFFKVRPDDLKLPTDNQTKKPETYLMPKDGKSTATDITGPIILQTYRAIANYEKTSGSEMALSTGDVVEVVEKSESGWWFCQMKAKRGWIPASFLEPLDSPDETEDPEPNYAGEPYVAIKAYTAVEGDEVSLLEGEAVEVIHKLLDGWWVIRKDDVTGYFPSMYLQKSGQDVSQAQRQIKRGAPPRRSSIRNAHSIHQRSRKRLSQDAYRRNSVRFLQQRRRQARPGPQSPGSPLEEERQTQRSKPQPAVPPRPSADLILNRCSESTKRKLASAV
CHOP inhibitor: blocks CHOP induction under ER stress; CHO-K1 CHOP-promoter luciferase, tunicamycin-induced, 15-18 h; inhibition, % at 10 µM; actives 3.8% (n = 220,000);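 active means compounds that reduced the stress-induced luciferase reporter signal by more than about 70% of percent inhibition, limit read from the data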;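 further: 0% = tunicamycin plus vehicle and 100% = wells without tunicamycin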
Active calls of the source: *; x = no result given.

Start of the data: the first 4 records (preview)
SMILES	MDM2 E3 inh	TRPML3 ag	PPC-1+TRAIL kill	Runt-SMMHC FRET	TRPN1 ag	EBV gp42 inh	TNF death inh	p47phox inh	CHOP inhibitor
CC1(C)CC(=O)C(CC(=O)NC2CCCc3ccccc32)C(=O)C1 (configuration not stated)	-24.4	0.5	8.1	1.0	1.5	-9.2	0.9	-1.6	18.2
COc1ccc(-c2nnn(Cc3nc(N)nc(N4CCCCC4)n3)n2)cc1	-21.8	1.2	21.8	-4.4	2.6	-4.4	0.1	-14.6	36.3
CCCNC(=O)Cn1c(=O)cnc2ccccc21	-2.2	-0.1	-5.8	-0.5	1.8	-20.6	1.1	-2.5	1.7
O=C(NCC(c1cccnc1)N1CCN(c2ccccc2F)CC1)C1CCCCC1 (configuration not stated)	-19.9	0.7	0.5	-0.1	-0.1	-18.4	-1.0	-11.2	23.2

The listing, previewed entries included:
SMILES	MDM2 E3 inh	TRPML3 ag	PPC-1+TRAIL kill	Runt-SMMHC FRET	TRPN1 ag	EBV gp42 inh	TNF death inh	p47phox inh	CHOP inhibitor
CC1(C)CC(=O)C(CC(=O)NC2CCCc3ccccc32)C(=O)C1 (configuration not stated)	-24.4	0.5	8.1	1.0	1.5	-9.2	0.9	-1.6	18.2
COc1ccc(-c2nnn(Cc3nc(N)nc(N4CCCCC4)n3)n2)cc1	-21.8	1.2	21.8	-4.4	2.6	-4.4	0.1	-14.6	36.3
CCCNC(=O)Cn1c(=O)cnc2ccccc21	-2.2	-0.1	-5.8	-0.5	1.8	-20.6	1.1	-2.5	1.7
O=C(NCC(c1cccnc1)N1CCN(c2ccccc2F)CC1)C1CCCCC1 (configuration not stated)	-19.9	0.7	0.5	-0.1	-0.1	-18.4	-1.0	-11.2	23.2
O=C(Cn1cnc2ccccc2c1=O)Nc1ccc2c(c1)OCO2	-6.8	0.4	11.8	-3.2	-0.6	-9.1	2.4	5.8	-16.4
COC(=O)c1ccc(CSc2nc3ccc(C)cc3[nH]2)o1	-6.0	-0.7	13.7	-3.0	-1.1	-12.4	15.5	-8.5	-4.5
CCOCCCNC(=O)c1ccc(N2CCCC2)c(NS(=O)(=O)c2ccc(C)cc2)c1	1.5	0.3	-5.2	1.3	-0.1	-8.9	1.1	-6.3	10.9
Cc1ccc(S(=O)(=O)Nc2cccc(NC(=O)CN3CCCCC3)c2)cc1	0.6	0.7	22.8	-5.5	-0.9	-8.1	0.6	-5.5	22.4
O=C(CCN1C(=O)C2CC=C(Cl)CC2C1=O)Nc1ccccc1O (configuration not stated)	-16.4	0.6	-10.9	-1.4	-0.4	-7.3	2.5	-11.9	-2.9
CN(C)CCCNCCCNC(=O)/C(=N\O)c1ccccc1	-1.8	0.9	21.5	1.9	1.6	-11.1	1.3	5.3	-7.6
CCOC(=O)c1cccc(NC(=O)/C=C/c2ccc([N+](=O)[O-])cc2)c1	-14.4	2.8	6.6	4.1	7.6	-17.7	2.6	-11.3	58.9
O=C(/C=C/c1ccc(F)cc1)c1cc(Br)ccc1O	-73.5	4.9	10.9	-2.8	-1.3	15.9	-8.5	0.1	10.3
CCOC(=O)Cn1c(C)c(Br)c(=O)c2cccc(C)c21	-16.6	0.1	-7.1	-3.1	0.0	-6.0	-0.6	-4.0	91.9*
O=C(N/N=C/c1ccc(N2CCOCC2)cc1)C1COc2ccccc2O1 (configuration not stated)	-4.2	0.0	23.2	-2.1	0.3	-11.8	0.7	-2.3	2.9
O=S(=O)(NCC1OCCc2ccccc21)c1ccc(S(=O)(=O)N2CCOCC2)cc1 (configuration not stated)	-16.1	-0.2	12.6	0.3	0.5	-13.6	0.2	-11.0	31.5
COc1cc2[nH]c(=S)nc(NCC3CCCO3)c2cc1OC (configuration not stated)	-8.9	0.5	-10.9	0.0	1.3	-7.6	-4.4	9.2	4.7
CSCCCNC(=S)Nc1cccc(S(=O)(=O)NC2=NCCC2)c1	-8.9	-1.6	16.3	0.8	0.8	-7.0	-0.4	-2.3	24.5
O=C(COC(=O)CCOc1ccccc1)Nc1ccc(Cl)cn1	-1.5	-1.1	2.4	2.3	-1.2	-8.0	-1.0	-21.3	35.0
COc1ccc(/C=N/Nc2ccccn2)c(OC)c1OC	-3.1	-0.6	6.3	1.8	-0.3	1.6	26.8	1.6	-24.4
O=C(Nc1cc(C(F)(F)F)ccc1-n1cncn1)c1ccc(Cl)cc1	x	-0.2	-3.9	2.5	-1.2	-21.3	1.9	-16.2	17.3
CCCc1ccc(OCc2ccc(C(=O)OC)o2)c(OC)c1	20.1	-1.7	21.3	-2.0	-1.2	-11.5	0.1	-2.2	78.0*
O=C(CSc1oc(-c2cccs2)nc1S(=O)(=O)c1ccc(F)cc1)NCC1CCCO1 (configuration not stated)	-27.6	0.2	18.7	3.6	-0.7	-10.4	0.2	-3.1	13.6
Cc1cc(C)c(-c2cc(NC(=O)COC(=O)c3ccc(C#N)cc3)n(-c3ccccc3)n2)cc1C	-1.8	0.5	5.2	0.2	0.9	-37.8	2.6	-42.9	34.8
COc1ccc2nc(NC(=O)C3=NN(c4ccccc4)C(=O)CC3)sc2c1	-4.1	0.0	11.0	-5.7	-0.4	-21.6	1.8	-12.0	-2.8
COc1ccc2[nH]c(=O)c(CN(CC3CCCO3)C(=S)Nc3ccccc3)cc2c1 (configuration not stated)	-7.2	0.1	x	x	0.7	-9.8	1.0	-5.3	39.9
Other records.
SMILES	MDM2 E3 inh	TRPML3 ag	PPC-1+TRAIL kill	Runt-SMMHC FRET	TRPN1 ag	EBV gp42 inh	TNF death inh	p47phox inh	CHOP inhibitor
N#CCSc1nnc(-c2ccc(S(=O)(=O)N3CCOCC3)cc2)n1CC1CCCO1 (configuration not stated)	-1.3	0.6	-3.3	2.0	1.5	-12.7	-2.3	-14.1	2.0
CC(C)CNc1cc(N2CCCC2)ccc1[N+](=O)[O-]	-1.7	-0.5	25.8	-25.0	-1.1	5.4	-2.1	59.2*	42.5
O=C1CC(N2CCN(c3nc4ccccc4s3)CC2)C(=O)N1c1cccc(F)c1 (configuration not stated)	-17.2	0.5	28.3	-0.9	-0.1	17.5	1.2	-198.3	28.4
Cc1cc(Nc2ccccc2)n(CCO)n1	4.4	0.2	1.1	-0.7	0.2	0.1	0.1	-3.6	-3.5
N#CCCCCn1c(-c2cncs2)nc2ccccc21	-20.1	0.0	37.3	-5.3	0.5	-21.1	0.4	-4.5	44.1
CN(c1ccccc1C(=O)Nc1ccc(S(=O)(=O)N2CCCCC2)cc1)S(C)(=O)=O	-13.7	0.0	1.3	5.4	1.8	-37.1	-0.3	-2.1	18.5
Cc1cccc(NS(=O)(=O)c2cccc3nsnc23)c1	-6.2	-0.3	-1.8	1.4	-1.1	-24.8	-0.5	-10.5	12.8
Cc1oc2ccccc2c1CC(=O)NCCCN(C)C	-1.9	0.6	10.4	0.8	1.8	-25.5	2.8	-15.2	-13.0
N#C/C(=N/Nc1ccc(S(=O)(=O)N2CCOCC2)cc1)C(N)=O	12.6	1.1	10.6	1.2	2.4	-13.9	0.7	-1.1	1.1
Nc1ccnn1Cc1cccnc1	-4.7	0.8	11.7	-4.3	0.3	-11.0	-1.9	-4.2	-18.3
CCN(CC)CCCNS(=O)(=O)c1ccc(OC)cc1	-8.5	1.2	-6.5	9.1	-0.5	-6.9	-0.6	-7.3	-6.4
CCNc1ccccc(C(=O)/C=C/c2ccc3c(c2)OCO3)c1=O	-6.8	0.8	-1.0	12.7	0.2	6.5	-11.9	-13.4	-14.9
CC(C)(C)C(=O)NC(=S)NNC(=O)c1sc2ccccc2c1Cl	x	23.2*	-5.0	3.3	49.0*	12.8	-10.3	-9.1	110.1*
O=C(Cc1cccs1)N/N=C/c1ccco1	-10.5	0.0	-0.8	2.0	1.0	-0.6	1.3	-30.1	6.8
COc1ccc(NCC(=O)Nc2ccc(C#N)cc2)cc1Cl	-2.8	0.1	22.2	0.3	-0.2	-2.5	5.1	-3.2	54.6
COc1ccc(/C=C/C(=O)c2ccc(OC)cc2O)cc1	x	0.1	11.1	-0.9	0.3	-1.8	1.1	0.5	13.2
CCCCCCCC(=O)NNC(=O)CC(=O)Nc1ccccc1C(=O)O	-12.6	0.3	-5.4	0.9	0.3	9.4	2.5	5.3	3.5
Cc1ccccc1CN(c1ccc(C(=O)NCc2cccnc2)cc1)S(C)(=O)=O	x	1.7	27.9	1.7	1.9	4.3	1.0	-0.2	-4.0
COC(=O)CSC1=C(C#N)C(c2sccc2C)CC(=O)N1 (configuration not stated)	x	-0.1	16.8	-2.8	1.6	-17.5	-1.5	-17.9	31.2
COC(=O)C1C(O)=C(C=NCc2ccccc2)C(=O)CC1(C)C (configuration not stated)	-7.6	0.3	-43.0	-5.5	1.0	-8.3	-1.5	7.0	-21.2
O=C(CSc1ncnc2scc(-c3ccccc3)c12)N1CCN(c2ccccc2F)CC1	-14.5	0.2	8.2	-5.0	-1.5	-8.0	2.1	-43.8	12.5
CCn1c(SCc2ccccc2Cl)nc2ccccc21	6.3	-1.9	15.4	0.1	-3.5	7.9	-0.4	-9.2	41.9
Cc1cc(C)n2nc(C(=O)Nc3c(C)nn(Cc4ccc(F)cc4)c3C)cc2n1	2.6	0.5	-4.9	-3.6	1.0	0.5	0.2	-0.5	13.4
O=S(=O)(c1ccc(Cl)cc1)n1cccn1	-7.3	-0.2	5.6	-0.5	-1.5	-3.4	1.6	-5.4	-6.7
CC(C)CC(=O)Nc1ccc(C(=O)COc2ccc(-c3nnco3)cc2)cc1	-8.5	1.0	11.8	3.8	3.2	-18.8	0.6	-22.3	25.1
Additional results
SMILES	MDM2 E3 inh	TRPML3 ag	PPC-1+TRAIL kill	Runt-SMMHC FRET	TRPN1 ag	EBV gp42 inh	TNF death inh	p47phox inh	CHOP inhibitor
CCOC(=O)C1CCCN(C(=O)c2ccc(Cl)cc2)C1 (configuration not stated)	-11.1	0.5	16.7	-0.6	0.1	6.8	0.8	-3.5	18.6
O=[N+]([O-])c1ccc2nc(-c3ccccc3[N+](=O)[O-])[nH]c2c1	-7.3	0.8	-3.1	3.6	0.1	-26.4	2.0	-7.1	-3.9
N#Cc1ccc(/C=C\c2nccc3c2[nH]c2ccccc23)cc1	-27.6	0.3	35.4	89.6	0.4	-88.2	-0.1	-18.2	77.9*
CCN(CC)S(=O)(=O)c1ccc2c(c1)nc(SCC(N)=O)n2-c1ccc(OC)cc1	3.4	0.9	13.2	-0.6	1.3	-7.7	-1.7	-19.8	11.1
Cc1onc(-c2ccccc2)c1C(=O)N/N=C/c1cn(C)c2ccccc12	-15.7	1.7	13.1	1.9	3.1	0.2	-1.0	-17.9	-2.5
Cc1nc2ccccc2nc(C)c1=NOCc1cccc(Cl)c1	-5.8	0.2	-5.8	1.2	0.3	-5.6	1.1	-9.0	5.8
CC(/C=C1\NC(=S)NC1=O)=C\c1ccccc1	4.5	-0.8	-6.3	2.3	0.9	-9.7	-0.5	-4.1	17.2
COc1ccc(C(=O)Nc2ccccc2Cc2ccccc2)c(OC)c1	-10.0	0.0	13.1	-0.3	-2.6	-13.7	1.4	-29.6	13.6
